Giardia kill – Small Molecules that selectively kill Giardia lamblia: qHTS | 340,000 compounds, 0.15% hits | activity change, % at 7.66 µM, hits read low | Giardia lamblia trophozoite viability | AID 540267, 2011; in the data active = activity change below about -80%; inconclusive = between about -30% and that limit;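 note: parasites exposed to compound for two days anaerobically before the ATP read; % is set by controls: 0 for no effect and ±100 for the full control effect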
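Luminescent ATP signal served as the viability read-out, measured 15-30 min after adding ATP detection reagent to trophozoites that had been incubated with compounds for 48 hrs at 37 deg C anaerobically at 100 cells/well.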
Chronic BCR inh – qHTS Assay to Find Inhibitors of Chronic Active B-Cell Receptor Signaling | ABC-DLBCL IkBa-CBG/CBR reporter, luminescence ratio, 4 h | AID 493014, 2011 | Potency, µM (highest dose often 46.1 µM), without a hit: at the top dose ratio change, negative = lower green/red ratio, hits mostly inhibitors | 340,000 compounds, 0.05% hits; active = well fitted inhibition curve with a large enough effect in the signal ratio, with a control signal flat, not every such curve was filed as active; inconclusive = small, poorly fitted or top-dose-only effect, or effect the other way, or a change in a side signal; the % refers to the signal ratio;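 note: potency is the fitted concentration of half-maximal effect; plate controls were basal doxycycline-induced cells for no effect and cells given 10 µM MG132 for full effect; MG132 reads +100%, hits lower the ratio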
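Compounds up to 46 uM were incubated four hours with TMD8 cells whose green CBG68 luciferase is fused to IkappaBalpha; red CBR luminescence normalised the signal, and concentration-effect curves were fitted to fusion, red and ratio data.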
Tb PFK inh – qHTS Assay to Find Inhibitors of T. brucei phosphofructokinase; T. brucei PFK, ADP-Glo luminescence; Potency, µM (titrated, usually from 57.5 µM), for the others: top-dose activity, negative = inhibition, actives largely listed as inhibitors; 330,000 compounds, 0.17% hits;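 note: potency is the fitted concentration of half-maximal effect; 0% = uninhibited 1x PFK enzyme wells and -100% = no-enzyme wells; nearly all actives have a fitted effect of over 60% in size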
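Activity is normalized to no-enzyme wells (full inhibition) and 1.25 nM enzyme wells (no inhibition). Reaction: 0.5 mM F6P, 0.1 mM ATP, 45 min RT, ADP-Glo luminescence; concentration-response curves fitted and classed by quality.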
GALK inhibitor – qHTS Assay for Inhibitors of Human Galactokinase (GALK). P51570. Purified GALK, Kinase-Glo residual ATP luminescence. Potency, µM (doses to about 57.5 µM), without a hit: top-dose activity change, negative = inhibition, most hits filed as inhibitors. 270,000 compounds, 0.007% hits; note: potency is the fitted concentration of half-maximal effect; % is set by controls: 0 for no effect and ±100 for the full control effect
Target sequence (P51570 whole entry, looked up): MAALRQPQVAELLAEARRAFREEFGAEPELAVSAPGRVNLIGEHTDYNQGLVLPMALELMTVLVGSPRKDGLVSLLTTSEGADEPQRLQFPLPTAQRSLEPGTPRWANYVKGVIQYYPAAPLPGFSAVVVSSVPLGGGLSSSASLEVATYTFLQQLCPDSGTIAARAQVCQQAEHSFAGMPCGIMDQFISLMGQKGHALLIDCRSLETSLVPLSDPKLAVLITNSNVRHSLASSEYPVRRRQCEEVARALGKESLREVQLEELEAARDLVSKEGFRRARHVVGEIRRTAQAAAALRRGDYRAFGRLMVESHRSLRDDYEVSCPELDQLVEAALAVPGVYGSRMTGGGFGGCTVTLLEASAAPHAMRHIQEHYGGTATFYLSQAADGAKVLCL
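Compounds were pin-transferred into ATP buffer (35 uM final), then GALK plus galactose (5 nM, 100 uM final) was added. After 1 h at room temperature, Kinase-Glo Plus was added and luminescence read after 10 min.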
PKM2 activator – qHTS Assay for Activators of Human Muscle isoform 2 Pyruvate Kinase. Pyruvate kinase PKM (Homo sapiens), P14618. purified PKM2, Kinase-Glo ATP luminescence, activation; response scale: 0% is enzyme alone, no compound. Potency, µM (top dose mostly 57.5 µM), inactives show top-dose activation, usual class: activators. 260,000 compounds, 0.34% hits. AID 1631, 2009; note: potency is the fitted concentration of half-maximal effect; % is set by controls: 0 for no effect and ±100 for the full control effect; nearly all actives have a fitted effect of over 55% in size
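hPK-M2, >95% pure; 0.1 mM ADP / 0.5 mM PEP final; imidazole pH7.2 buffer w/ 7 mM MgCl2, 50 mM KCl; 1 h RT; Kinase-Glo lum. Intermediate enzyme activity for dual inhibitor/activator qHTS.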
TSG101-PTAP inh – qHTS Assay for Iinhibitors of HIV-1 Budding by Blocking the Interaction of PTAP/TSG101. Tumor susceptibility gene 101 protein (Homo sapiens), Q99816. Fluorescence polarization, FITC-PTAP peptide / Tsg101 binding. Potency, µM (series often up to 115 µM), inactives show at the highest dose activity change, negative = inhibition, usual class: inhibitors. 340,000 tested, under 10 active. AID 493005, 2010; active = well fitted inhibition curve with a large enough effect in the main read-out, with a control signal flat, not every such curve was filed as active; inconclusive = small, poorly fitted or top-dose-only effect, or effect the other way, or a change in a side signal; inactive = no such curve, though single readings can be large or run the other way; note: potency is the fitted concentration of half-maximal effect; % of control where 0% means no effect
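Steps: Tsg101 binding domain dispensed (10 uM final), compounds pinned in DMSO, FITC-labeled PTAP-motif peptide added (50 nM final); after 20 min binding at room temperature, polarization measured.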
Coupling enz – qHTS Assay for Inhibitors of Fructose-1,6-bisphosphate Aldolase from Giardia Lamblia: Coupling assay counterscreen | coupling enzyme system counterscreen, AmpLite Red fluorescence | activity change, negative = inhibition, % at 58.2 µM, hits read low | 290,000 compounds, 0.67% hits; in the data active = activity change below about -30%; note: % is set by controls: 0 for no effect and ±100 for the full control effect
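Activity here indicates interference with the coupling reaction, not aldolase inhibition. Compounds at 57.5 uM final met coupling enzymes for 10 min at RT; substrate and AmpLite Red detection followed, with a 525/598 nm fluorescence read after 20 min.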
Menin-MLL TR inh – qHTS Assay for Inhibitors Targeting the Menin-MLL Interaction in MLL Related Leukemias: Competition With Texas Red Labeled MLL-derived Mutant Peptide; O00255; Menin + Texas Red MLL mutant peptide, fluorescence polarization; Potency, µM (doses to about 61.6 µM), inactives show top-dose FP activity change, negative = inhibition, most hits filed as inhibitors; 270,000 compounds, 0.23% hits; active = well fitted inhibition curve with a large enough effect in the polarisation, with a control signal flat, not every such curve was filed as active; inconclusive = small, poorly fitted or top-dose-only effect, or effect the other way, or a change in a side signal; inactive = no such curve, though single readings can be large or run the other way; the % refers to the polarisation; note: potency is the fitted concentration of half-maximal effect; % of control where 0% means no effect; many of its hits are not listed in these tables
a7 integrin act – qHTS for Activators of Integrin-Mediated Alleviation for Muscular Dystrophy | alpha7betagal myoblasts, beta-gal FDG fluorescence, 48 h | Potency, µM (doses to about 38.3 µM), inactives show at the highest dose activation, usual class: activators | AID 624291, 2012 | 350,000 compounds, 0.064% hits;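 note: potency is the fitted concentration of half-maximal effect; 100% = response of the positive control SU9516; nearly all actives have a fitted effect of over 60% in size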
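Alpha7betagal+/- myoblasts (passage 13) were plated 16-24 hr, then exposed to compounds (1:260 dilution of DMSO stock) for 48 hours at 37C. After MPER lysis, β-galactosidase reporter activity was read as FDG fluorescence (ex 480/em 540) after 30 minutes.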
B2AR arrestin – qHTS assay of beta-arrestin-biased ligands of beta2-adrenergic receptor; Beta-2 adrenergic receptor (Homo sapiens), P07550; beta-arrestin recruitment to beta2AR, cell-based reporter; Potency, µM (doses to about 46.1 µM), for inactives: at the top dose activation, usual class: activators; 330,000 compounds, 0.02% hits;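 note: potency is the fitted concentration of half-maximal effect; 0% = DMSO controls and full agonism = EC100 isoproterenol or metaproterenol; nearly all actives have a fitted effect of over 65% in size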
ASM inhibitor – Inhibitors of Secretory Acid Sphingomyelinase (S-ASM): qHTS; placental ASM, HMU-PC fluorogenic substrate, 60 min; Potency, µM (top dose mostly 57.5 µM), inactives show at the highest dose activity change, negative = inhibition, actives largely listed as inhibitors; 340,000 compounds, 0.006% hits; note: potency is the fitted concentration of half-maximal effect
Target sequence (P17405 47-631 limits assumed): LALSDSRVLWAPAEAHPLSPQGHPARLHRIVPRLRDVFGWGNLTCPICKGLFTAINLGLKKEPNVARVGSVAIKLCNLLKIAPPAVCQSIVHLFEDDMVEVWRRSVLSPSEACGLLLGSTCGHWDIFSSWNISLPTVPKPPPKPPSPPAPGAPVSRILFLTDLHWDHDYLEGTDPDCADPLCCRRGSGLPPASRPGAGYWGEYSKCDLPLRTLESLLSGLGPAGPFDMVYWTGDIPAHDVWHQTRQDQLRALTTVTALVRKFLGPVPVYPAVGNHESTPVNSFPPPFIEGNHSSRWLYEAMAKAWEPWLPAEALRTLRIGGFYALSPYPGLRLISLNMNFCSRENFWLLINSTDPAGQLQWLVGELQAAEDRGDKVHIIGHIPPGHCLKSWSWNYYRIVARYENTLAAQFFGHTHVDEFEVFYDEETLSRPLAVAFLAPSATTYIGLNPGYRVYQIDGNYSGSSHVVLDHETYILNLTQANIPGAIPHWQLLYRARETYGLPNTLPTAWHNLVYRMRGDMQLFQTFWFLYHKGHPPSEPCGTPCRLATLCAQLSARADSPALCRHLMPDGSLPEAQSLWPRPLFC
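Fluorescence read-out (Ex 386 nm, Em 447 nm) after stopping the reaction at pH 10. Enzyme: ASM from human placenta; substrate HMU-PC0, 9 uM final; 60 min, 37 °C. Compound preincubation 10 min, ambient temperature.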
* hit, by the source's call; ? = inconclusive; nt = not tested or not shown; & = joins results of further samples; [ ] = dose if it differs, or a comment. Unless noted, calls come from the whole dose curve; as a rule, active = well fitted curve in the direction sought with a large enough effect; inconclusive = small, poorly fitted or top-dose-only effect, or another doubt; inactive = no such curve, though single readings can be large; an effect the other way counts as inactive or inconclusive. An excerpt; the hit share may differ from the screen's.

SMILES	Giardia kill	Chronic BCR inh	Tb PFK inh	GALK inhibitor	PKM2 activator	TSG101-PTAP inh	Coupling enz	Menin-MLL TR inh	a7 integrin act	B2AR arrestin	ASM inhibitor
O=C(Nc1cccc2ccccc12)NC1CCCCC1	10	-2%	7%	-3%	1%	-1%	2	1%	-21%	4.0%	2%
COc1ccc(CCNc2ccc(S(N)(=O)=O)cn2)cc1	6	2%	?	-1%	nt	-2%	-1	1%	1%	0.1%	-1%[11.5 µM]
CN(c1ccc(C(=O)NCc2ccccc2)cc1)S(C)(=O)=O	-14	-6%	-3%	-1%	-8%	1%	-4	6%	38%	0.3%	-1%
Cc1ccc(-c2nn3c(C)nnc3c3ccccc23)cc1S(=O)(=O)NCc1ccco1	9	?	?	-3%	5%	-7%	-1	-3%	3%	3.1%	-7%
Cn1c(N)c(C(=O)COC(=O)C2(c3ccc(F)cc3)CCCC2)c(=O)n(C)c1=O	29	?	-2%	1%	1%	-3%	-13	22%	-6%	-0.1%	-9%
O=S(=O)(c1ccc(Cl)s1)N1CCN(c2ncccn2)CC1	-2	2%	-1%	-2%	12%	-5%	1	6%	-18%	-0.2%	-1%
Cc1ccc(S(=O)(=O)N2[C@@H](c3ccc(F)cc3)C(C(=O)O)=CC[C@H]2c2cccs2)cc1	?	1%	-2%	nt	nt	-7%	nt	nt	-16%	-0.7%	4%
Cc1ccccc1-c1nc(Cc2ccc(Cl)cc2)no1	-15	?	3%	0%	-3%	-4%	0	-1%	13%	-0.9%	-2%
CCN(CC)S(=O)(=O)N1CCC(C(=O)NC(C)CCc2ccccc2)CC1 (stereo unspecified)	-2	-12%	15%	-1%	-5%	-5%	1	-10%	11%	0.5%	0%
O=C(CCc1c[nH]c2ccccc12)NCC1CCCO1 (stereo unspecified)	-16	6%	1%	3%	-1%	2%	0	2%	2%	0.1%	6%
CC1CCc2sc(C(=O)NNC(=O)c3ccncc3)cc2C1 (stereo unspecified)	-9	1%	6%	nt	nt	-1%	nt	nt	21%	0.0%	nt
CCOc1ccc(OCCC(=O)NNC(=O)c2ccccc2Cl)cc1	-12	-21%	-13%	nt	nt	-1%	nt	nt	9%	-0.2%	-1%
CC1=CC(=O)C(C(C)C)=C/C1=N/OS(=O)(=O)c1ccccc1	-9	?	-1%	2%	18%	-7%	-73*	nt	-63%[inhibitor]	-0.3%	-10%
O=C(OCCOCCN=C1NS(=O)(=O)c2ccccc21)c1ccc(F)cc1	-18	-13%	1%	5%	nt	-1%	0	5%	14%	0.2%	-2%
NS(=O)(=O)c1ccc(CCNC(=O)c2ccc3c(c2)OCO3)cc1	-10	1%	4%	-2%	-7%	0%	2	8%	?	-0.6%	-1%
c1ccc(C[n+]2cccc(-c3ccccc3)c2)cc1	17	-3%	4%	3%	-19%	1%	0	-14%	-39%[inhibitor]	-1.7%	0%
COc1cccc(NC(=O)COc2cccc(-n3cnnn3)c2)c1	-3	-8%	6%	6%	13%	-1%	3	-7%	2%	-0.2%	-2%
Nc1ccc(N2CCOCC2)cc1C(F)(F)F	-10	2%	0%	0%	1%	-8%	-1	12%	9%	0.0%	-2%
COc1ccccc1N1CCN(/N=C/c2cccc(Cl)c2)CC1	7	2%	5%	-2%	-4%	-3%	-2	-14%	-8%	-0.5%	-3%
Cc1cc(=O)n2c(sc3ccccc32)c1C#N	8	0%	-4%	6%	-2%	-2%	-1	-10%	12%	0.2%	56%[activator]
COC(=O)C1=C(C)NC(=O)C1(NC(=O)c1ccncc1)C(F)(F)F (stereo unspecified)	9	8%	-1%	1%	2%	-2%	4	6%	-18%	0.2%	3%
CC(C)(C)C(=O)Nc1cccc(S(=O)(=O)NC2=NCCC2)c1	-1	-16%	-3%	nt	nt	-1%	nt	nt	0%	0.0%	0%
COc1cccc(/C=N\NC(=O)C2=NNC(=O)C2C)c1O (stereo unspecified)	-24	?	0%	3%	-61%	-1%	0	-1%	-7%	0.6%	4%
Cc1ccc(C2CC(c3cccc(C)c3)n3nc(N)nc3N2)cc1 (stereo unspecified)	-13	0%	-18%	-1%	0%	0%	2	-5%	0%	0.3%	6%
CN1CCN(c2ccc(S(=O)(=O)N3CCCCC3)cc2NC(=O)c2ccc3ccccc3c2)CC1	1	0%	-3%	2%	-1%	1%	-1	-6%	-56%[inhibitor]	-0.2%	0%
CCOc1cc(CNn2c(C)nnc2SCC(=O)NC(C)(C)C)ccc1OCC(=O)NC(C)(C)C	-17	-2%	0%	1%	1%	-1%	2	-21%	-29%	-0.2%	1%
COc1cccc(NC(=O)CCCN2C(=O)C3CC=CCC3C2=O)c1 (stereo unspecified)	?	3%	-5%	1%	0%	4%	1	-4%	-13%	0.1%	-1%
Oc1ccc(-c2csc(Nc3ccccn3)n2)cc1	15	?	4%	-4%	-1%[11.5 µM]	1%	0	?	-26%	-0.5%	-6%
Cc1nc(SCC(=O)N2CCOCC2)c2c3c(sc2n1)CCC3	-25	0%	?	nt	nt	0%	nt	nt	-3%	?	0%
CCN1CCN(Cc2ccc(NC(=O)c3cc(NC(=O)N4CCNC4=O)cc(OC)c3)cc2C(F)(F)F)CC1	-13	?	-12%	3%	-5%	-5%	2	nt	-55%&-22%[inhibitor]	-0.4%	-1%
COC(=O)c1c(NC(=S)NN2CCN(C)CC2)sc2c1CCC(C)C2 (stereo unspecified)	17	?	0%	5%	1%	1%	1	1%	-67%[inhibitor]	-0.2%	-27%
Cc1ccc(NC(=O)CCN2CCN(C/C=C/c3ccccc3)CC2)cc1C	-19	-2%	-4%	-1%	5%	0%	-2	-15%	-28%	?	3%
COc1ccc(Cc2nnc(-c3ccccc3)o2)cc1	-8	?	-2%	0%	-1%	-4%	3	-8%	-3%	-0.2%	1%
COc1ccc(NC2=CC(=O)N(C)C2=O)cc1	18	4%	1%	2%	-11%	-1%	-9	-17%	4%	0.0%	-3%
O=C(Nc1cc(C(F)(F)F)ccc1N1CCOCC1)c1ccc(F)cc1	-14	-7%	-3%	-2%	-13%	-9%	-4	-16%	-18%	0.0%	-1%
c1cncc(C(c2nnnn2C2CCCC2)N2CCCC2)c1 (stereo unspecified)	-8	3%	-6%	-1%	1%	-2%	2	-4%	-11%	-0.3%	3%
COc1ccccc1C/C(N)=N/OC(=O)COc1cccc(C)c1	-5	?	0%	1%	5%	-2%	1	2%	-24%	-1.1%	4%
CCOC(=O)C1CCCN(Cc2nc(CC3CC3)no2)C1 (stereo unspecified)	-5	3%	0%	0%	2%	-4%	0	nt	3%	-0.7%	3%
CCCN(CCC)C(=O)Cc1coc2ccc3ccccc3c12	7	7%	2%	-1%	6%	-6%	3	-18%	-30%	-0.3%	-6%
O=C(c1cc(-c2ccco2)nc2ccccc12)N(Cc1nnc(-c2ccc(Cl)cc2)o1)C1CC1	-4	21%	-6%	nt	nt	0%	nt	nt	-6%	0.0%	nt
COc1cccc(CN2CCCC(C(=O)Nc3ccc(-c4cscn4)cc3)C2)c1 (stereo unspecified)	5	-12%	-7%	5%	1%	nt	nt	nt	-34%	0.9%	4%
CCCNC(=O)NC(=O)c1cnccc1C(F)(F)F	-8	-6%	-5%	-1%	0%	0%	0	nt	-13%	-0.9%	-2%
COc1cc(/C=N/N=C2/SCC(=O)N2c2ccc(O)cc2)ccc1O	-3	?	-6%	-1%	0%	1%	0	-2%	-16%	0.3%	83%[activator]
COc1ccc(NC(=O)CSc2nnc(Cc3ccc(C)cc3)c(=O)n2N)cc1	-12	8%	-6%	nt	nt	0%	nt	nt	?	-0.2%	-3%

Bioassay records (PubChem BioAssay)
